# Assay outcomes: PubChem BioAssay, National Center for Advancing Translational Sciences (NCATS)
# FLuc modulator: inhibits or activates purified firefly luciferase, miR-21 counter-screen; P08659; purified FLuc, Km substrates, luminescence inhibition; Potency, µM (titrated, usually from 57.5 µM), for the others: top-dose activity change, negative = inhibition, hits mostly inhibitors; actives 6.9% (n = 360,000); AID 588342; active = well fitted inhibition curve with a large enough effect; inconclusive = small, poorly fitted or top-dose-only effect;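 also: plate controls were vehicle for no effect and reference inhibitor for full effect; nearly all actives have a fitted effect of over 55% in size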
# Target sequence (P08659 whole entry, looked up): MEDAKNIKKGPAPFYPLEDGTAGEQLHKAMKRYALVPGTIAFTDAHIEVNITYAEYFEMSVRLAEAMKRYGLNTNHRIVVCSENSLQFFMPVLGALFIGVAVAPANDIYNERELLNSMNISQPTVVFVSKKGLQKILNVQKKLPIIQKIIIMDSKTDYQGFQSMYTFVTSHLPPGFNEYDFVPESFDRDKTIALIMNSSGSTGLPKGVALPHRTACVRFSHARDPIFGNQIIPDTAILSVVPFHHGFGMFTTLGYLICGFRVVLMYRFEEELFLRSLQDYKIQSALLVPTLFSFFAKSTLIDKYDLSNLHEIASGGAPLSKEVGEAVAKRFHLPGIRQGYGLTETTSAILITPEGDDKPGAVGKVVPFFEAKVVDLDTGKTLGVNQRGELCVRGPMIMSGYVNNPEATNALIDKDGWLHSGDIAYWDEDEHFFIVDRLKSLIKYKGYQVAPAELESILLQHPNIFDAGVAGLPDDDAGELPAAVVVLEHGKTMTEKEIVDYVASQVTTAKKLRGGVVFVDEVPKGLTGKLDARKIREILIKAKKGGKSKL
#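 Purified P. pyralis luciferase (10nM final) with 10uM D-luciferin and 10uM ATP (Km levels) in 50mM Tris acetate pH 7.5, 10mM Mg acetate, 0.01% Tween-20, 0.05% BSA; qHTS 6-point titration, ~60 µM downward; luminescence read.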
# Active calls of the source: *; u = inconclusive. Potency is read from the fitted curve at half-maximal effect. An excerpt; rates above refer to the full screens.
smiles	FLuc modulator
COc1cc(NC(=O)NC(C)c2c(-n3cccc3)sc3c2CCCC3)cc(OC)c1OC (configuration not stated)	-6.6%
O=C(Nc1nnc(S(=O)(=O)N2CCCc3ccccc32)s1)c1cccc(F)c1	-1.7%
CCOC(=O)C1CCCN(C(=O)Cn2c(=O)cc(C)c3c(C)nn(C)c32)C1 (configuration not stated)	-6.8%
COc1ccc(-c2nc(SCC(=O)Nc3ccc4c(c3)OCCO4)c(-c3ccccc3)[nH]2)cc1	6.01µM*
COc1ccccc1CNC(=O)C(C)n1c(=O)cc(C(F)(F)F)c2c(C)nn(C)c21 (configuration not stated)	5.8%
CCOCCCNC(=O)C1CCN(c2nn3cc(-c4ccc(F)cc4)nc3s2)CC1	-17.9%
Cc1cc(C)cc(OCC(=O)N2CCC(c3nc4ccccc4s3)CC2)c1	-5.5%
CCCCn1c(-c2ccc(S(=O)(=O)N3CCOCC3)cc2)csc1=Nc1ccccc1	1.7%
CC(=O)c1cccc(NC(=O)Cn2c(-c3cncs3)nc3ccccc32)c1	-15.8%
CCOc1ccc(C2Nc3ccccc3-c3nnc(SCc4ccccc4)nc3O2)cc1OC (configuration not stated)	u
CCOC(=O)N1CCc2c(sc3c2c(=O)n(-c2ccc(CC)cc2)c(=O)n3C)C1	0.1%
Cc1cc2nc(-c3ccc(OCc4ccccc4C)cc3)cc(C(F)(F)F)n2n1	-1.8%
Cc1ccc(-c2nc(S(=O)(=O)c3ccc(C)cc3)c(SCC(=O)c3ccccc3)o2)cc1	-8.8%
COc1ccc(CNC(=O)C2CCN(C(=O)N3CCOc4ccc(Cl)cc43)CC2)cc1	-10.8%
Cc1c(C(=O)NCc2cccc(F)c2)oc2c1-c1[nH]ncc1CC2	-9.4%
Cc1cc(C)n2nc(CNS(=O)(=O)c3ccc(Cl)cc3)nc2n1	2.6%
CCc1c(C)sc2c1CCN(C(=O)Nc1cc(Cl)c(OC)cc1OC)C2c1ccccc1 (configuration not stated)	-1.6%
COc1cccc(C2C=C(c3ccc(C)c(C)c3)Nc3nnnn32)c1OC (configuration not stated)	-11.2%
CCOC(=O)c1c(C)[nH]c(C)c1S(=O)(=O)N1CCC(C(=O)Nc2ccccn2)CC1	-0.8%
CCc1cccc(C)c1NC(=O)Cn1ccn(Cc2ccc(Cl)cc2)c(=O)c1=O	-6.1%
Cc1nn(C(C)C(=O)NC2CCCCC2)c(=O)c2c1sc1ccccc12 (configuration not stated)	9.53µM*
Cc1cc(C)c(NC(=O)CSc2ncc3c(n2)-c2cc(Cl)ccc2N(C)S3(=O)=O)c(C)c1	-0.3%
COc1cc(OC)cc(-c2nc3nc(C)c(CCC(=O)Nc4cc(F)ccc4F)c(C)n3n2)c1	-1.8%
COC(=O)c1cc2occc2n1CC(=O)Nc1cccc(SC)c1	0.9%
CN(C(=O)CSc1nc(-c2ccccc2)no1)c1ccc(F)cc1	-5.9%
COc1ccc(N(CC(=O)NCCc2ccc(Cl)cc2)S(=O)(=O)c2c(C)nn(C)c2C)cc1	-0.4%
CNC(=O)C1CCN(c2nc3ccccc3nc2C(F)(F)F)CC1	-10.4%
CCOc1ccc(C(=O)Nc2cc(-c3nc4ccccc4s3)ccc2OC)cc1	-16.6%
COc1ccccc1NC(=O)N1CCOc2ccccc21	-20.1%
COc1ccc(CNC(=O)CSc2n[nH]c(-c3ccc(OC)cc3)n2)cc1	u
CCOC(=O)c1c(S(=O)(=O)N2CCC(C(=O)Nc3ccc(C)cn3)CC2)c(C)n(C)c1C	3.0%
Fc1ccccc1-n1ncc2c1ncn1nc(COc3ccc(Cl)cc3)nc21	-0.1%
CC(=O)c1ccc(N2CCN(C(=O)C3CCCN(S(=O)(=O)c4ccc(Br)s4)C3)CC2)cc1 (configuration not stated)	-8.5%
Cc1ccc(-c2[nH]c3ccccc3c2SCCNC(=O)c2ccc(S(=O)(=O)N(C)C)cc2)cc1	-4.1%
CCOC(=O)c1cnn(-c2cccc(Cl)c2)c1C1CCN(C(=O)OC(C)(C)C)CC1	-1.3%
Cc1ccc(C(=O)c2cn(Cc3ccccc3)c3ccccc3c2=O)cc1	-0.3%
COc1ccc(OC)c(N(CC(=O)NCc2ccccc2)S(=O)(=O)c2ccccc2)c1	-2.3%
CCOc1ccc(C(=O)NCCc2csc(-c3cccc(F)c3)n2)cc1OCC	-11.8%
O=C(CSc1nc(-c2ccc(F)cc2)[nH]c1-c1ccccc1)Nc1ccccc1	-5.9%
COc1ccc(-n2nnnc2C2CCN(S(=O)(=O)c3ccc(C)cc3)CC2)cc1	6.6%
COc1ccc(NC(=O)C2COc3ccccc3C2)cc1Cl (configuration not stated)	-0.9%
Cc1ccc(NC(=O)c2nnn(Cc3cccc(C(F)(F)F)c3)c2N)c(C)c1	-1.2%
COc1ccc2c(c1)CC(C(=O)NCCCN1CCN(c3ccccc3F)CC1)CO2 (configuration not stated)	2.3%
CCS(=O)(=O)c1ncc(Cl)c(C(=O)N(Cc2ccccc2)Cc2ccco2)n1	-11.4%
CCOc1ccc(-n2c(SCC(N)=O)nc3c(oc4ccccc43)c2=O)cc1	-9.9%
Cc1cc(C)c(NC(=O)C(=O)NCC(c2cccnc2)N2CCN(Cc3ccccc3)CC2)c(C)c1 (configuration not stated)	u
CC1CCCN(C(=O)c2cc3ccc4cccnc4c3[nH]2)C1 (configuration not stated)	0.426µM*
Nc1ncc(S(=O)(=O)Nc2ccc(F)cc2F)cn1	0.5%
CCCN1CCN(CCCNC(=O)c2ccc3c(c2)sc2nc(-c4ccc(OCC)cc4)cn23)CC1	10.7µM*
Cc1cccc(C)c1Nc1c(-c2ccccc2F)nc2cccc(C)n12	0.9%

# Other results
smiles | FLuc modulator
Cn1ccc2c(OCC(=O)Nc3ccc(OC(F)(F)F)cc3)cccc2c1=O | 2.6%
COc1ccc(-c2noc(-c3ccc(NCc4ccc(C)cc4)c([N+](=O)[O-])c3)n2)cc1OC | u
CCCSc1ncc(Cl)c(C(=O)N2CCN(c3cccc(Cl)c3)CC2)n1 | -12.6%
CCN1C(=O)C2(c3ccccc31)c1c(oc3ccc(C)cc3c1=O)C(=O)N2CCCOC(C)C (configuration not stated) | -7.1%
Cc1ccc(CNc2nc3ccc(Cl)cc3n3nnnc23)cc1 | 3.8%
O=c1n(Cc2cccc(C(F)(F)F)c2)c2ccccc2c2nc(-c3ccccc3)nn12 | 4.4%
COc1ccccc1NC(=O)C1=C(C)Nc2nc(SCc3ccccc3)nn2C1c1ccccn1 (configuration not stated) | -5.9%
CCOC(=O)c1cc(OC(=O)c2ccccc2C)n(-c2ccccc2)n1 | -1.9%
CC(C)(C)c1ccc(C(=O)Nc2ccc(OCc3cc(=O)n4ccsc4n3)cc2)cc1 | -2.0%
COc1ccc(Nc2c3c(nc4ccccc24)CCC3)cc1Cl | -6.5%
COc1ccc(-c2onc(C)c2C)cc1S(=O)(=O)N1c2ccccc2CC1C (configuration not stated) | -1.4%
Cn1nnnc1SCCNCc1ccc(F)cc1 | 2.6%
COC(=O)C1CCN(c2csc3ccc(C)cc3c2=O)CC1 | 6.01µM*
COc1ccc(NC(=O)c2cnc(N3CCCC3)nc2)cc1OC | -14.2%
CCOC(=O)Cn1c(=O)c2c(nc3n2CCN3c2ccc(CC)cc2)n(C)c1=O | 13.5µM*
COc1ccc(-c2noc(C3CC(=O)N(c4ccccc4)C3)n2)c(OC)c1 (configuration not stated) | 3.0%
Cc1ccc(CN2CCN(C3CCN(S(=O)(=O)N(C)C)CC3)C(=O)C2=O)cc1 | -4.8%
Cc1ccc(-n2c3c(c(=O)[nH]c2=O)C(NC(=O)c2ccccc2F)(C(F)(F)F)C(=O)N3)cc1C (configuration not stated) | -2.0%
COc1cccc(C2C(C(=O)Nc3ccccc3OC)=C(C)Nc3nc4ccccc4n32)c1 (configuration not stated) | -2.5%
CC1CCN(S(=O)(=O)N2CCC(C(=O)NCc3ccccc3Cl)CC2)CC1 | -4.1%
O=C(C1CCN(c2nc3ccccc3[nH]2)CC1)N1CCN(c2ccccc2)CC1 | -2.5%
O=C(c1ccccc1Cl)N1CCC(c2nc3ccccc3s2)CC1 | -6.4%
CCS(=O)(=O)c1ncc(Cl)c(C(=O)NCc2ccc(OC)cc2)n1 | 5.6%
Cc1ccc(Cl)cc1NC(=O)CCn1cnc2ccccc2c1=O | -6.2%
COc1ccc2c(c1)c1c(c(=O)n(-c3cccc(C)c3)c(=O)n1CC(=O)NCC1CCCO1)n2C (configuration not stated) | -0.3%
N#CC1=C2SCN(C3CCCCC3)CN2C(=O)CC1c1ccc(Br)cc1 (configuration not stated) | u
CCCSCCCNC(=O)c1sc2nc(C)cc(C)c2c1-n1cccc1 | -3.6%
CC1CCN(Cc2c(O)ccc3c(=O)c(-c4ccc(Cl)cc4)c(C(F)(F)F)oc23)CC1 | -0.4%
CCOc1ccc(CN(CCc2ccc3c(c2)OCO3)Cc2cc(OC)cc(OC)c2)cc1 | -1.3%
Cc1ccccc1OC(=O)c1cc(-c2ccc3c(c2)OCCO3)on1 | 0.601µM*
O=C(NCCc1ccc(Cl)cc1)C1CCN(S(=O)(=O)c2ccc3[nH]ccc3c2)CC1 | -0.8%
CCc1ccc(Cn2nnc3c(=O)[nH]c(C4CCCN(C(=O)c5cccc(Cl)c5)C4)nc32)cc1 (configuration not stated) | u
COc1cc(OC)c(NC(=O)N2CCC(CN3CCOCC3)CC2)cc1Cl | 1.9%
CSc1nc2c([nH]c3ccccc32)c(=O)n1-c1ccc(F)cc1 | 0.7%
COc1cccc(NC(=O)Cn2c(=O)ccc3cc(S(=O)(=O)N4CCC(C)CC4)ccc32)c1 | 1.3%
Cc1cc2[nH]c(=O)c(=O)[nH]c2cc1S(=O)(=O)NCc1ccc(F)cc1 | -1.7%
Cc1oc2ncn(C)c(=O)c2c1C(=O)N(C)c1ccccc1F | 0.5%
Cc1ccc(NC(=O)c2sc(-n3nc(C)c(Cc4ccc5c(c4)OCO5)c3C)nc2C)cc1Cl | 1.3%
O=C(NCCCc1ccccc1)c1nn(-c2ccccc2)nc1CO | -17.5%
Cc1ccccc1Nc1nc(N)c(C(=O)c2ccccc2Cl)s1 | u
O=C(CSc1ccccc1)NCc1ccc2c(c1)CCN2C(=O)c1ccc(Cl)cc1 | u
CSc1cccc(NC(=O)CN(C)S(=O)(=O)c2ccc3c(c2)CCCN3C(C)=O)c1 | 0.6%
COc1ccccc1NCc1nnc2n1CCCCC2 | -1.6%
CCOC(=O)c1cnc2c(C)cc(C)cc2c1Nc1ccc(N2CCOCC2)cc1 | -12.7%
O=c1cc(-c2ccc(F)cc2)nc(SCc2nc(-c3cccc(Cl)c3)no2)[nH]1 | u
Cn1cnc(S(=O)(=O)N2CCCC(C(=O)NCc3ccc(F)cc3)C2)c1 (configuration not stated) | -0.4%
CCOC(=O)c1cccc(NC(=O)CCS(=O)(=O)c2ccc3c(c2)CCN3C(=O)CC)c1 | -2.8%
O=C(CC1C(=O)N(c2ccccc2)C(=O)N1CCc1cccs1)Nc1ccc(Cl)cc1 (configuration not stated) | -11.5%
CCOC(=O)c1[nH]c2c(c1Cc1ccccc1C)C(=O)CC(c1cc(OC)ccc1OC)C2 (configuration not stated) | -1.1%
CCN(CC)c1ccc(NC(=O)C2CCCN(S(=O)(=O)c3ccc4c(c3)oc(=O)n4C)C2)c(C)c1 (configuration not stated) | -10.6%

# (continued)
smiles | FLuc modulator
CCC(=O)N1CCc2cc(CNC(=O)C(CC)c3ccccc3)ccc21 (configuration not stated) | 6.8%
Cc1c(C(=O)NCc2cccc(Cl)c2)sc2nc3n(c(=O)c12)CCC3 | -13.3%
COc1ccc(C)cc1NC(=O)c1cc2c(=O)n3cccc(C)c3nc2s1 | -2.4%
CN(C)c1ccc(CNC(=O)c2ccc3nc(CCc4ccccc4)oc3c2)cc1 | -5.1%
Clc1ccc(-c2noc3ncnc(NC4CCCCC4)c23)cc1 | -19.1%
CC(C)(C)c1ccc(OCCSc2nc(-c3cccs3)nc3cc(=O)[nH]n23)cc1 | 15.1µM*
COc1ccc(C(=O)Nc2ccccc2C(=O)OCc2cc(=O)n3nc(C4CC4)sc3n2)cc1 | -8.2%
COc1ccc(-n2c(=O)c3c4c(sc3n(Cc3cc(C)ccc3C)c2=O)CN(C(C)=O)CC4)c(OC)c1 | -7.4%
CCCCNC(=O)C(CC)Sc1nnc(-c2ccc(F)cc2)c(-c2ccc(F)cc2)n1 (configuration not stated) | -5.9%
CCN1C(=O)c2ccccc2S(=O)c2ccc(C(=O)N3CCN(c4cccc(C)c4)C(C)C3)cc21 (configuration not stated) | 5.8%
